# High-throughput results: PubChem BioAssay, several laboratories
# TNAP inh no acc – human TNAP enzyme inhibitors, primary screen, biochemical, luminescent, no phosphate acceptor, uHTS; Alkaline phosphatase, tissue-nonspecific isozyme (Homo sapiens), P05186; purified TNAP, CDP-star luminescence, 30 min; inhibition, % at 20 µM; 200,000 tested, 0.26% active;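 active means tissue-nonspecific alkaline phosphatase inhibition above about 50% at 20 µM in the single-dose screen, limit read from the data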;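 further: 0% = DMSO negative control and 100% = EDTA positive control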
# PMI act – activators of human PMI, primary screen, biochemical, fluorescence intensity, near-Km mannose 6-phosphate. Mannose-6-phosphate isomerase (Homo sapiens), P34949. purified human PMI, coupled resazurin fluorescence, 20 min; active compounds read high; 1 = vehicle control, 0 substrate-free wells. activation factor at 20 µM. AID 1214, 2008. 190,000 tested, 0.005% active;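 active means activation factor of 2 or more at 20 µM, relative to plate controls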
# Target sequence (P34949 whole entry, looked up): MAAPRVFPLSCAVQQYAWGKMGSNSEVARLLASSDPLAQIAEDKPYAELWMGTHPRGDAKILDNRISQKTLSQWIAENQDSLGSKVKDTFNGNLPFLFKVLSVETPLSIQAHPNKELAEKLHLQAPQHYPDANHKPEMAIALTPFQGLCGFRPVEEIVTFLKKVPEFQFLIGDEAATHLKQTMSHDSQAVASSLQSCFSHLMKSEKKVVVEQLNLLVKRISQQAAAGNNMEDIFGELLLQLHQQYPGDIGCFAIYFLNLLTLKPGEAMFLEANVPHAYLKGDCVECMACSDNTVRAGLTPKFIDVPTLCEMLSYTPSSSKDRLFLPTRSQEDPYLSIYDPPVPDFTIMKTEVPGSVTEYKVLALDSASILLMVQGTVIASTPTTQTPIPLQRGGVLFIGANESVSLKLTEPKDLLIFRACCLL
# TNAP inh hi DEA – human TNAP enzyme inhibitors, primary screen, biochemical, luminescent, high phosphate acceptor level, uHTS. Alkaline phosphatase, tissue-nonspecific isozyme (Homo sapiens), P05186. purified TNAP, CDP-star luminescence, 1 M DEA. inhibition, % at 20 µM. 200,000 tested, 0.03% active. AID 1135, 2008;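 active means over 50% inhibition of tissue-nonspecific alkaline phosphatase at 20 µM in the single-dose screen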;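 further: plate controls were DMSO wells for no effect and EDTA-quenched wells as full inhibition for full effect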
# FLuc inh counter – firefly luciferase enzyme inhibitors, primary screen, artefact control for luciferase-based inhibitor screens, biochemical, luminescence, ATPLite | Luciferin 4-monooxygenase (Photinus pyralis), P08659 | 10 min | inhibition, % at 10 µM | 200,000 tested, 1.5% active;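 active means inhibition above about 50% when tested at 10 µM, limit read from the data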
# Target sequence (P08659 whole entry, looked up): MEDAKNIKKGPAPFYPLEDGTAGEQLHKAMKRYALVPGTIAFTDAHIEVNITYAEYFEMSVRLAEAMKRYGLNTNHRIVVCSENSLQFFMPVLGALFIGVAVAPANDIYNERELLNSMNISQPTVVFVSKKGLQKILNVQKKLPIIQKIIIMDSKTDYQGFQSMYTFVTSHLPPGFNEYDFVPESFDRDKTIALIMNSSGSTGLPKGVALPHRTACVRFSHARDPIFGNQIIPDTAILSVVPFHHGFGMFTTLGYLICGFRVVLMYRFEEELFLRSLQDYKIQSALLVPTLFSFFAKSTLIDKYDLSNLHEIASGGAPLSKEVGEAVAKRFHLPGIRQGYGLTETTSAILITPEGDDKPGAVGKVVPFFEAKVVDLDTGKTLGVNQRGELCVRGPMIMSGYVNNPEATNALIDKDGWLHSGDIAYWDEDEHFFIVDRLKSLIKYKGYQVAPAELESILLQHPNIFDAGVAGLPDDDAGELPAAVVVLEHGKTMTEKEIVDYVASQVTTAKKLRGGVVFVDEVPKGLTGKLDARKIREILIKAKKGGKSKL
# PMI act satM6P – human PMI activators, high substrate, primary screen, biochemical, fluorescence intensity, near-saturating mannose 6-phosphate | Mannose-6-phosphate isomerase (Homo sapiens), P34949 | coupled PMI enzyme assay, resazurin fluorescence, 20 min; active compounds read high; 1 = untreated enzyme, 0 = substrate-free blank | activation factor at 20 µM | 190,000 tested, 0.34% active | AID 1216, 2008;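 active means activation factor of 2 or more at 20 µM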
#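 assay system = human phosphomannose isomerase with PGI, G6PDH, diaphorase coupling enzymes | quantity = 15 ng/mL PMI | incubation = enzyme reaction with compound 20 min at room temperature | medium = HEPES pH 7.4 buffer with MgCl2 and Tween-20 | compound dosing = one concentration, 20 µM, in 1% DMSO | measured by = Diaphorase-driven resazurin-to-resorufin fluorescence, excitation 544, emission 590 nm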
# TNAP act hiacc – TNAP activators at high phosphate acceptor level, primary screen, biochemical, luminescence, uHTS; purified TNAP, CDP-star luminescence, 1 M DEA, 30 min; active compounds read high; 0 = EDTA background, 1 = DMSO-only activity; activation factor at 20 µM; 200,000 tested, under 10 active;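 active means activation factor at least 2 at 20 µM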
#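 Control set: EDTA negative control, DMSO positive control / Assay system: human TNAP / Quantity: TNAP 1/800 final / Evaluation: TNAP activation factor scaled between EDTA and DMSO control wells / Measured by: luminescent substrate turnover signal / Compound dosing: one dose, 20 µM / Times: 30 min enzyme reaction at room temperature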
# FLuc stim CS – FLuc activators, initial screening, artefact control for FLuc-dependent activation tests, biochemical, ATPlite luminescence | AID 1027, 2008 | activation factor at 10 µM | ATPlite luciferase biochemical, 10 min; 0 = ATP-free wells, 1 = DMSO control | Luciferin 4-monooxygenase (Photinus pyralis), P08659 | 200,000 tested, under 10 active;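 active means luciferase activation factor, scaled between plate controls, of at least 2 with compound at 10 µM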
#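 System: luciferase plus luciferin reagent, cell-free; medium: PBS as buffer for the ATP substrate; dosing: test compounds dosed from 2 mM stocks in 100% DMSO; timing: 10 min post-reagent at room temperature; measured by: luminescence measurement of luciferase light output; evaluation: luciferase activation, seen as luminescence increase over controls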
# NF-kB expr up – activators of NF-kB expression in neurons, primary screen, cell-based, HTS. human neuronal cells, NF-kB reporter expression; active compounds read high. fold change at 12.5 µM. 190,000 tested, 1.6% active. AID 1239, 2008; in the data active means fold change above about 3.3
# APP 5'UTR act – activators of APP 5'UTR luciferase reporter, primary screen, SH-SY5Y cells; SH-SY5Y APP 5'UTR luciferase reporter, luminescence; zero percent = DMSO vehicle wells; 190,000 tested, 1% active; activation, % at 2 µM;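 active means activation above a set limit, based on mean plus 3 SD of controls, cut at about 140% in these data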; further: values of inactives mirror those of a sister screen read the other way
# bIAP act – bovine intestinal alkaline phosphatase activators, primary screen, biochemical, bovine IAP, CDP-star luminescence | purified bovine IAP, 30 min; active compounds read high; fold of DMSO-control signal, blank-subtracted | alkaline phosphatase, intestinal [Bos taurus] | 200,000 tested, 0.17% active | activation factor at 20 µM | AID 1016, 2008;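 active means activation factor of 2 or more at 20 µM, a signal rise over negative controls twice the positive control's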
# Numbers without * were called inactive; nt = no result given. An unsorted share of the library; 3.6% or so of the library scored in one or more.
# Screens in order – PMI act satM6P, PMI act, APP 5'UTR act, bIAP act, TNAP inh no acc, NF-kB expr up, TNAP act hiacc, TNAP inh hi DEA, FLuc inh counter, FLuc stim CS
> Cc1ccc(S(=O)(=O)N[C@H](C(=O)OCn2nnc3ccccc3c2=O)C(C)C)cc1
  1.1, 1, -8, 1, -31, 0.65, 1.1, -5, -6, 1.1
> Cn1ccnc1SC(=O)N1c2ccccc2Sc2ccccc21
  1, 0.9, 1, 0.9, -11, 0.98, 1.1, -5, -5, 1.1
> CS(=O)(=O)N(CC(=O)Nc1ccc2c(c1)OCO2)c1ccc2c(c1)OCO2
  0.9, 0.9, nt, 0.8, -15, 1.9, 1, -2, 0, 1
> CSc1nc2nc3c(cc2c(=O)n1-c1ccccc1)COC(C)(C)C3
  0.8, 1.1, 16, 1.1, -1, 0.98, 1, -2, -5, 1.1
> CC(C)(C)c1ccc(Oc2ccc(N)cc2)cc1
  0.9, 0.8, -84, 1.1, -3, 0.76, 1, 0, 6, 0.9
> CCOc1[nH]c(/N=C/c2ccco2)c(C#N)c1C#N
  0.8, 0.9, nt, 0.8, -3, 1.4, 1, 0, -7, 1.1
> C/C(=C/C(=O)O)C(=O)Nc1cccc(C(F)(F)F)c1
  1.1, 1.2, -4, 1, -10, 1.2, 1, 0, -2, 1
> Cc1cc(C)n(CC(C)NC(=O)CCc2nnc(CCc3ccccc3)o2)n1 (configuration not stated)
  1.1, 1, 1, 1, 1, nt, 1, 2, 4, 1
> Cc1ccc(C2N(c3ccc(Cl)c(Cl)c3)C(=O)C3CCCN32)o1 (configuration not stated)
  0.9, 0.8, 1, 0.9, -11, 0.84, 1, -2, -6, 1.1
> Cc1ccc(S(=O)(=O)N/N=C2/CCCCC2C2CCCCC2)cc1[N+](=O)[O-] (configuration not stated)
  1.1, 1, 9, 0.9, -8, 1.2, 1, -1, -1, 1
> CCn1c(SCC(=O)NCC2CCCO2)nnc1-c1ccccc1 (configuration not stated)
  1.1, 1.1, 4, 1.1, -12, 1.1, 1.1, -6, -4, 1
> Cc1nc2nc(COc3ccccc3)[nH]n2c(=O)c1Cl
  1, 0.9, 8, 0.9, -5, 1.1, 1, -2, 26, 0.7
> COc1ccc(/C=N/N=C2/NC(=O)C(c3ccccc3)S2)c(OC)c1 (configuration not stated)
  1.1, 1, 7, 1, -6, 1.2, 1, 0, 0, 1
> O=c1cc(N2CCN(Cc3ccccc3)CC2)[nH]c(=O)n1-c1ccc(Br)cc1
  0.9, 0.9, -9, 1, 3, 0.97, 1, -4, -1, 1
> O=C(CSc1nc2ccc(Cl)cc2[nH]1)NCc1ccco1
  0.8, 1, 1, 0.9, -6, 1.1, 1.1, -7, -6, 1.1
> CCN(C(=S)NCc1ccccc1)c1ccccc1
  0.9, 1, 14, 1, -14, 1.1, 1, 0, 0, 1
> CC(=O)Nc1ccc(S(=O)(=O)N2CCN(c3ccc(C)c(Cl)c3)CC2)cc1
  0.9, 1, -1, 1.1, -10, 1.1, 1, -1, -2, 1
> CCOP(=O)(OCC)C(C#N)=C1SCN(c2ccc(Cl)cc2)CS1
  1, 0.8, 21, 1.1, -15, 1.1, 1, 1, -9, 1.1
> NS(=O)(=O)c1ccc(NC(=O)CSc2nnc(-c3cnccn3)n2-c2ccccc2)cc1
  0.9, 0.9, 9, 1, -6, 1, 1, -4, -6, 1.1
> N#Cc1nc(-c2ccc(OCc3ccccc3)cc2)oc1NCCN1CCOCC1
  1, 1, 21, 1.1, -3, 0.84, 1, -3, -7, 1.1
> O=C(COC(=O)c1cccc(Br)c1)Nc1cccc2c1C(=O)c1ccccc1C2=O
  1.2, 1.3, 110, 0.8, -2, 1.4, 1, 4, -2, 1
> Cc1cccc(CN2C(=O)N/C(=C/c3cc(C)n(-c4cc(C)ccn4)c3C)C2=O)c1
  1.1, 1, 2, 1, -2, 0.85, 1, 3, -2, 1
> C/C(=N\Nc1cc(N2CCOCC2)ncn1)c1cccc([N+](=O)[O-])c1
  nt, nt, 16, 1.1, -1, 0.73, 1, 2, 14, 0.9
> O=C(N/N=C/c1ccsc1)C1CC1
  0.9, 1, 26, 0.9, -6, 1.2, 1, -4, 1, 1
> CCOC(=O)c1[nH]c2ccc(OC)cc2c1NS(=O)(=O)c1ccc(OC)cc1OC
  0.9, 1, 20, 0.8, 1, 1.1, 1.1, -8, -13, 1.1
> O=C(Nc1ccc(F)cc1)C1CCN(S(=O)(=O)c2cccs2)CC1
  1, 0.9, 8, 1.2, -17, 1.1, 1, -4, -1, 1
> NS(=O)(=O)c1ccc(CCNC(=O)C2CCN(S(=O)(=O)c3ccc(Br)s3)CC2)cc1
  0.9, 1, -4, 1, -19, 0.86, 1, -3, -5, 1
> COc1cc(C(=O)NCCC2=CCCCC2)cc(OC)c1OC
  1, 1.1, 2, 1, -9, 1.2, 1, -4, -2, 1
> NC(=O)c1ccsc1N
  0.7, 1.1, -13, 1, -9, 1, 1.1, -8, -6, 1.1
> CC(C)(C)NS(=O)(=O)c1ccc(NS(=O)(=O)c2ccc(F)cc2)cc1
  1, 1, -7, 1.1, -10, 0.91, 1, -2, -8, 1.1
> COC(=O)c1cc2occc2n1Cc1nc(-c2ccccc2Cl)oc1C
  0.9, 1, 11, 0.8, -8, 1.1, 1, 0, -2, 1
> O=C(Nc1nonc1-c1ccc(Cl)cc1)c1ccccc1
  0.9, 0.9, 0, 1, 2, 1.3, 1, -1, -7, 1.1
> CC(=O)c1cnc(-c2ccccc2Cl)s1
  0.9, 1, 12, 0.9, -8, 1.2, 1, -2, 1, 1
> Cc1cccc(C)c1NC(=O)CSc1ccc([N+](=O)[O-])cn1
  1, 1.1, 14, 0.9, -20, 1.2, 1.1, -5, -3, 1
> Cc1cccc(N2CCN(C(=O)c3cccc(S(=O)(=O)N4CCc5ccccc5C4)c3)CC2C)c1 (configuration not stated)
  1, 0.9, -4, 0.8, -8, 0.52, 1, -3, -9, 1.1
> Cc1nc([N+](=O)[O-])c(C(=O)OCc2ccccc2Br)n1C
  1.1, 1.1, 7, 1.3, -10, 1.2, 1.1, -5, 1, 1
> Cc1cccc(OCC(=O)NC(=S)Nc2ccccc2N2CCOCC2)c1
  1, 1, -7, 1.1, -4, 1.1, 1, -3, -4, 1
> Oc1ccc(Nc2nc(-c3ccc4ccccc4c3)cs2)cc1
  1, 0.9, -2, 0.9, -14, 2.8, 1, -2, 22, 0.8
> Cc1cccc(NS(=O)(=O)c2c(C)noc2C)c1
  1.1, 1.1, -8, 1.2, -17, 1.1, 1.1, -5, -4, 1
> Cc1cc(=O)n2[nH]c(NCc3c(F)cccc3Cl)nc2n1
  0.9, 0.9, -7, 0.9, -7, 1.4, 1, -3, 5, 1
> O=c1c2ccccc2ncn1CCCCOc1ccc(Br)cc1
  1, 1, 16, 1, -1, 1.1, 1, -4, -9, 1.1
> CCCOc1ccc(/C(O)=C2\C(=O)C(=O)N(CCCN(C)C)C23C(=O)N(C)c2ccccc23)cc1 (configuration not stated)
  1.1, 1, nt, 1.1, -11, nt, 1.1, -5, -1, 1
> CCCOC(=O)Nc1ccc(C(N)=O)cc1
  1, 1, 3, 1, -4, 1.5, 1, 0, 2, 1
> COCCN(CCOC)S(=O)(=O)c1ccc(C(=O)Nc2nc(-c3ccncc3)cs2)cc1
  1, 1, 21, 1, -6, 0.59, 1, 1, -2, 1
> CC(C)=CCN1CCN(Cc2ccc3nsnc3c2)CC1CCO (configuration not stated)
  1, 1, 8, 1, -8, 0.9, 1.1, -8, -6, 1.1
> NC(=O)CN1C(=O)C(O)(CC(=O)/C=C\C=C\c2ccccc2)c2ccccc21 (configuration not stated)
  1.3, 1.3, 21, 1, 1, 1.6, 1, 0, 2, 1
> O=C1C(NS(=O)(=O)c2ccc(Cl)cc2)=C(N2CCCCC2)C(=O)c2ccccc21
  0.9, 1.2, -13, 0.8, 17, 0.72, 0.9, 6, 0, 1
> COCCNC(=O)C(c1cccs1)N(CCc1ccccc1)C(=O)Cn1nnc2ccccc21 (configuration not stated)
  1.1, 1, 3, 1, 0, 1, 0.9, 5, 4, 1
> CCN(CC)C(=O)CSc1nc2ncc(Br)cc2[nH]1
  0.9, 1, -5, 1, 37, 1.1, 1.1, -6, -4, 1

# Gathered by group: the compounds so far with a Cl atom
# Screens in order – PMI act satM6P, PMI act, APP 5'UTR act, bIAP act, TNAP inh no acc, NF-kB expr up, TNAP act hiacc, TNAP inh hi DEA, FLuc inh counter, FLuc stim CS
> Cc1ccc(C2N(c3ccc(Cl)c(Cl)c3)C(=O)C3CCCN32)o1 (configuration not stated)
  0.9, 0.8, 1, 0.9, -11, 0.84, 1, -2, -6, 1.1
> Cc1nc2nc(COc3ccccc3)[nH]n2c(=O)c1Cl
  1, 0.9, 8, 0.9, -5, 1.1, 1, -2, 26, 0.7
> O=C(CSc1nc2ccc(Cl)cc2[nH]1)NCc1ccco1
  0.8, 1, 1, 0.9, -6, 1.1, 1.1, -7, -6, 1.1
> CC(=O)Nc1ccc(S(=O)(=O)N2CCN(c3ccc(C)c(Cl)c3)CC2)cc1
  0.9, 1, -1, 1.1, -10, 1.1, 1, -1, -2, 1
> CCOP(=O)(OCC)C(C#N)=C1SCN(c2ccc(Cl)cc2)CS1
  1, 0.8, 21, 1.1, -15, 1.1, 1, 1, -9, 1.1
> COC(=O)c1cc2occc2n1Cc1nc(-c2ccccc2Cl)oc1C
  0.9, 1, 11, 0.8, -8, 1.1, 1, 0, -2, 1
> O=C(Nc1nonc1-c1ccc(Cl)cc1)c1ccccc1
  0.9, 0.9, 0, 1, 2, 1.3, 1, -1, -7, 1.1
> CC(=O)c1cnc(-c2ccccc2Cl)s1
  0.9, 1, 12, 0.9, -8, 1.2, 1, -2, 1, 1
> Cc1cc(=O)n2[nH]c(NCc3c(F)cccc3Cl)nc2n1
  0.9, 0.9, -7, 0.9, -7, 1.4, 1, -3, 5, 1
> O=C1C(NS(=O)(=O)c2ccc(Cl)cc2)=C(N2CCCCC2)C(=O)c2ccccc21
  0.9, 1.2, -13, 0.8, 17, 0.72, 0.9, 6, 0, 1
